Screening results as filed in PubChem BioAssay.
influenza NS1A: H1N1 influenza NS1A inhibitors, functional cell based assay (AID 504329). inhibition, % at 12.5 µM; hits with a dose series show IC50 in µM. NS1A functional cell-based assay, percent inhibition; higher % means a stronger effect. 340,000 compounds, 0.3% hits; in the data active means a potency from the dose series; inconclusive means inhibition above about 27% without an active follow-up result; further: strong numbers were not always called active
PhoP GFP inhibition: Inhibition of PhoP regulon, Salmonella typhi GFP reporter cells, confirmation, 4 h (AID 1850) | 310,000 compounds, 0.33% hits | Salmonella Typhi PhoP-promoter GFP reporter, fluorescence, 4 h; higher % means a stronger effect | inhibition, % at 50 µM; hits with a dose series show IC50 in µM; in the data active means a potency from the dose series; inconclusive means inhibition mostly from about 25% at the one dose, without a potency; inactive means the rest, 99 in 100 with inhibition below about 19%;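 further: 0% = induced wells with vehicle and 100% = uninduced wells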
inhibitors of VEEV: inhibitors of VEEV TC-83 cytopathic effect, confirmation, Vero cells (AID 588727); Vero cells, VEEV TC-83 cytopathic effect inhibition; higher % means a stronger effect; inhibition, % at 20 µM, or IC50 in µM where a hit was titrated; 350,000 compounds, 0.13% hits; in the data active means a potency from the dose series; inconclusive means inhibition mostly from about 14% at the one dose, without a potency; inactive means the rest, 99 in 100 with inhibition below about 12%; further: strong numbers were not always called active
H37Rv inhibition: M. tuberculosis growth inhibition, HTS (AID 449762); one-dose inhibition, % at 25 µM; IC50 in µM for titrated hits; 330,000 compounds, 0.59% hits; M. tuberculosis H37Rv growth inhibition, 7H9 media; higher % means a stronger effect; in the data active means a potency from the dose series; inconclusive means inhibition above about 70% without an active follow-up result;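 further: bacterial growth assessed after seven days of incubation; strong numbers were not always called active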
M. tuberculosis: growth inhibition of non-replicating M. tuberculosis (AID 488890); Mycobacterium tuberculosis non-replicating, growth inhibition; higher % means a stronger effect; one-dose inhibition, % at 25 µM; IC50 in µM for titrated hits; 320,000 compounds, 0.39% hits; in the data active means a potency from the dose series; inconclusive means inhibition mostly from about 82% at the one dose, without a potency; inactive means the rest, 99 in 100 with inhibition below about 76%;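 further: plate controls were DMSO cells for no effect and high antibiotic wells for full effect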
inhibitors of VEEV 10K pilot screen: recorded beside inhibitors of VEEV, whose call it bears; inhibition, %; measured here: 10K pilot screen inhibition
* = called active by the depositor; i = inactive; ? = inconclusive; nt = no result given; & = joins results of further samples.

SMILES	influenza NS1A	PhoP GFP inhibition	inhibitors of VEEV	H37Rv inhibition	M. tuberculosis	others
COc1cc(NS(=O)(=O)c2cc3c(cc2C)NC(=O)CO3)cc(OC)c1	-1%	10%	0.6%	-12%	5%	inhibitors of VEEV 10K pilot screen=0.0
Cc1ccc([N+](=O)[O-])cc1NC(=S)NC(=O)c1cccnc1	5%	-1%	1.1%	1%	55%
Cc1sc2ncnc(NS(=O)(=O)c3ccc(Cl)cc3)c2c1C	-9%	nt	4.6%	-3%	19%
O=C(COc1ccc(F)cc1)Nc1cc(Cl)ccc1-n1cncn1	5%	-11%	0.9%	0%	2%
COc1ccc(Cl)cc1NC(=O)C(C)Sc1nncn1C (stereo not given)	-4%	-9%	i	-6%	-6%
Cc1cc(C(=O)Nc2cc(C(F)(F)F)ccc2N2CCOCC2)no1	-6%	-4%	7.1%	11%	-14%
O=C(O)C(Cc1ccccc1)N1CCS(=O)(=O)CC1 (stereo not given)	-2%	-1%	1.0%	-6%	-4%
COC(=O)c1c(NC(=O)C(=O)NCC2CCCO2)sc2c1CC(C)(C)OC2 (stereo not given)	-2%	-7%	13%	4%	18%
COc1ccc(C(=O)N(C(C)C)C(C)C)c(OC)c1	-1%	-7%	i	-12%	-9%
COc1ccc(Cl)cc1NC(=O)CSc1nc2sccc2c(=O)[nH]1	2%	-6%	1.6%	56%	-5%
CC1CCN(C(C(=O)NC2CCCCC2)c2cc3c(cc2[N+](=O)[O-])OCO3)CC1 (stereo not given)	1%	2%	i	8%	63%
S=c1[nH]nc(COc2ccccc2)n1-c1ccccc1	5%	-10%	i	-5%	-23%
O=C(c1ccc2c3c(cccc13)CC2)C1CCCN(C(=O)c2ccc(=O)[nH]c2)C1 (stereo not given)	7%	-9%	0.8%	-1%	-18%
C/C(N)=C(/C#N)C(=O)CSc1nc2scc(-c3ccc(F)cc3)c2c(=O)n1C	-1%	-2%	0.4%	2%	20%
O=C(Nc1ccc(Br)cc1)c1ccc(N2C(=O)C3CC=CCC3C2=O)cc1 (stereo not given)	-3%	1%	0.6%	-1%	-13%
CC1CCCN(C(=O)CNC(=O)c2sc3ccccc3c2Cl)C1 (stereo not given)	-7%	nt	8.6%	nt	nt
CN1C(=O)SC(Nc2ccccc2C(=O)O)C1=O (stereo not given)	5%	-13%	4.3%	-2%	-11%
CN1CCN(C(=O)CCCN2C(=O)/C(=C/c3cccc(Br)c3)SC2=S)CC1	21%	nt	26%	nt	nt
CCSc1nc(=S)n(CC)c(C)c1C(C)=O	-1%	6%	i	4%	-14%
Cc1cc(-n2c(C)cc(C(=O)CSc3nnc4sc5ccccc5n34)c2C)no1	-2%	4%	0.9%	4%	24%

Reprinted from above, 2 compounds:
SMILES	influenza NS1A	PhoP GFP inhibition	inhibitors of VEEV	H37Rv inhibition	M. tuberculosis	others
C/C(N)=C(/C#N)C(=O)CSc1nc2scc(-c3ccc(F)cc3)c2c(=O)n1C	-1%	-2%	0.4%	2%	20%
O=C(Nc1ccc(Br)cc1)c1ccc(N2C(=O)C3CC=CCC3C2=O)cc1 (stereo not given)	-3%	1%	0.6%	-1%	-13%

Carrying on:
SMILES	influenza NS1A	PhoP GFP inhibition	inhibitors of VEEV	H37Rv inhibition	M. tuberculosis	others
CC(C)C(OC(=O)CN1C(=O)COc2ccccc21)C(=O)NC1CCCCC1 (stereo not given)	-7%	7%	3.4%	-4%	2%
CCCOC(=O)C(=O)NNc1ccccc1	2%	-4%	0.6%	?	35%
CSCCC(NS(=O)(=O)c1ccccc1F)C(=O)NC(C)c1ccccc1 (stereo not given)	0%	-1%	1.3%	-7%	-14%
Cc1c(NC(=O)c2cnn3c(C(F)(F)F)cc(-c4ccco4)nc23)c(=O)n(-c2ccccc2)n1C	4%	7%	8.6%	-4%	3%
COC(=O)c1c(C(=O)OC)c(-c2ccccc2)n2c1CS(=O)(=O)C2	6%	-2%	2.4%	-4%	-6%
O=[N+]([O-])c1cccc(C(=S)N2CCCC2)c1	2%	6%	i	2%	0%
CCCCOc1ccc(/C=C/C(=O)OCC(=O)NC2CCS(=O)(=O)C2)cc1OCC (stereo not given)	0%	-1%	2.7%	53%	5%
Cc1c(C(=O)N(C)Cc2nc3ccccc3c(=O)[nH]2)oc2ccccc12	0%	nt	3.4%	-6%	44%
COC(=O)c1ccc(NC(=O)c2ccccc2CC[N+](=O)[O-])cc1	-1%	0%	2.6%	?	9%
O=C(COc1coc(CN2CCN(c3ccccc3F)CC2)cc1=O)NC1CCCCC1	-6%	6%	1.6%	-13%	-5%
Cc1ccccc1C(=O)N1CCN(c2ccc([N+](=O)[O-])c(NCc3cccnc3)c2)CC1	-1%	5%	9.4%	2%	3%
Cc1cc(Oc2ccccc2)nc(-c2ccccc2)n1	1%	-11%	i	-1%	14%
NS(=O)(=O)c1ccc(NCc2ccccc2OCc2ccccc2F)cc1	-11%	-23%	i	2%	16%
O=C(CSc1ncn[nH]1)Nc1ccc(Cl)c(Cl)c1	-3%	6%	4.7%	?	?
CC(Oc1ccc2ccc(=O)oc2c1)C(=O)NC(Cc1c[nH]c2ccc(O)cc12)C(=O)O (stereo not given)	-4%	-5%	0.2%	-6%	-1%
Nc1c(Cl)ncnc1Nc1ccc(C(=O)O)cc1	1%	nt	i	nt	nt
COC(=O)c1cc(NC(=O)c2ccccc2)c(=O)oc1C	2%	10%	3.2%	6%	-13%	inhibitors of VEEV 10K pilot screen=1.1
Cn1c(SCc2nc3ccccc3s2)nnc1-c1ccc2c(c1)OCO2	-3%	-10%	3.6%	-13%	29%	inhibitors of VEEV 10K pilot screen=0.4
CSc1ccc(S(=O)(=O)NCCSc2ccccn2)cc1	6%	13%	0.4%	7%	11%
O=C(Cn1cnc2c(NCc3ccccc3)ncnc21)NCc1ccccn1	-3%	nt	i	nt	nt
CC(=O)Nc1ccc(NC(=O)C2C3CCC(C3)C2C(=O)O)cc1 (stereo not given)	-21%	5%	i	1%	5%
CCN(CC)S(=O)(=O)c1ccc(OC)c(NC(=S)Nc2cc(C)ccc2C)c1	nt	-1%	nt	-4%	56%
Cc1cc(=O)oc2cc(OCC(=O)N3CCN(Cc4ccc5c(c4)OCO5)CC3)ccc12	8%	-2%	0.7%	-3%	30%
Cc1ccc2nc(-c3ccc(Br)o3)oc(=O)c2c1	5%	4%	1.8%	15%	79%
CCOC(=O)Cn1c(N)c(C(=O)OC)sc1=S	-2%	-5%	5.8%	1%	26%
O=C(c1ccc(F)cc1F)N1CCCC(c2nc(-c3cccs3)no2)C1 (stereo not given)	-25%	8%	i	5%	11%
Cc1ccc(Oc2ncccc2C(=O)NC2CCSC2=O)cc1 (stereo not given)	-6%	5%	4.4%	-1%	-5%
c1ccc2nc(N3CCNCC3)ccc2c1	3%&4%	-2%	0.2%	-1%	20%
C=CCN1CC[C@]23c4c5ccc(O)c4OC2C(O)C=CC3[C@H]1C5 (stereo not given in full)	3%	nt	1.5%	-4%	30%
O=C(Nc1nnc(-c2ccco2)o1)C1CC1	2%	8%	i	-2%	35%

Compounds from the list above that have a thiophene ring, fused or not:
SMILES	influenza NS1A	PhoP GFP inhibition	inhibitors of VEEV	H37Rv inhibition	M. tuberculosis	others
Cc1sc2ncnc(NS(=O)(=O)c3ccc(Cl)cc3)c2c1C	-9%	nt	4.6%	-3%	19%
COC(=O)c1c(NC(=O)C(=O)NCC2CCCO2)sc2c1CC(C)(C)OC2 (stereo not given)	-2%	-7%	13%	4%	18%
COc1ccc(Cl)cc1NC(=O)CSc1nc2sccc2c(=O)[nH]1	2%	-6%	1.6%	56%	-5%
C/C(N)=C(/C#N)C(=O)CSc1nc2scc(-c3ccc(F)cc3)c2c(=O)n1C	-1%	-2%	0.4%	2%	20%
CC1CCCN(C(=O)CNC(=O)c2sc3ccccc3c2Cl)C1 (stereo not given)	-7%	nt	8.6%	nt	nt
O=C(c1ccc(F)cc1F)N1CCCC(c2nc(-c3cccs3)no2)C1 (stereo not given)	-25%	8%	i	5%	11%

Continued.
SMILES	influenza NS1A	PhoP GFP inhibition	inhibitors of VEEV	H37Rv inhibition	M. tuberculosis	others
COc1ccc(OC)c(CCNC(=O)Cn2ccc3cc(S(=O)(=O)N4CCCC4)ccc32)c1	4%	19%	2.9%	10%	31%
O=C(c1ccc(F)cc1)N1CCCCC(Sc2nnnn2-c2ccccc2)C1=O (stereo not given)	-4%	1%	0.1%	2%	8%
CCOC(=O)CCC(NC(=O)CCCC(=O)NC(CCC(=O)OCC)C(=O)OCC)C(=O)OCC (stereo not given)	-9%	-4%	0.8%	-20%	-3%
Clc1cccc(N2CCN(c3nnnn3-c3ccccc3)CC2)c1	-3%	9%	0.7%	4%	18%
COc1ccc(CNC(=O)c2[nH]c(C)c(C(C)=O)c2C)cc1	11%	14%	0.3%	-6%	38%
O=C(O)C[C@H]1c2cc(C(F)(F)F)ccc2S(=O)(=O)N1C1CCCC1	5%	-14%	i	-3%	-6%
O=C(COC(=O)Cc1ccc(S(=O)(=O)N2CCOCC2)s1)Nc1ccc(F)cc1F	-6%	nt	i	7%	3%
CCN(CC)CCn1c2c(c(SCC(=O)Nc3cc(C)ccc3C)nc1=O)CCC2	-13%	5%	0.9%	-2%	2%
CN(Cc1ccco1)S(=O)(=O)c1nnc(NC(=O)c2cccc(Cl)c2)s1	-4%	-3%	1.1%	9%	71%
c1ccc(CN2CCc3[nH]c4ccccc4c3C2)cc1	4%	nt	1.8%	nt	nt
COc1ccc(NC(=S)NC2CCCCCC2)c(OC)c1	2%	-4%	3.6%	-5%	?
COc1ccc(CCN=C(C)c2cc(C)c(C)cc2O)cc1OC	-7%	-2%	0.6%	-2%	-21%
C[C@H]1COC(=O)[C@H](CC(=O)OC(C)(C)C)C/C=C\C[C@@H](CC(=O)N[C@H](CO)Cc2ccccc2)C(=O)N1	5%	nt	0.1%	8%	22%
c1ccc2c(c1)sc1nnnn12	-2%	-6%	1.9%	4%	-6%
COc1ccccc1/C=C\C(=O)NCC(=O)N/N=C/c1ccc(O)cc1O	3%	6%	3.8%	13%	7%
CC(=O)c1ccc(N2CCN(C(=O)c3cn(Cc4ccccc4)nc3-c3cccnc3)CC2)c(F)c1	-4%	nt	3.1%	9%	38%
Cc1cc(C(=O)NC2CCCCC2)c(C)n1-c1ccc(F)cc1	23%	11%	0.8%	0%	58%
COc1ccc(CNC(=O)CC2C(=O)NCCN2CC(C)(C)C)c(OC)c1 (stereo not given)	8%	0%	i	2%	26%	inhibitors of VEEV 10K pilot screen=0.0
O=S(=O)(c1ccc2c(c1)OCCO2)C1CCC(S(=O)(=O)c2c(F)cccc2F)CC1 (stereo not given)	14%	nt	0.6%	-1%	-2%
Cc1ccc(S(=O)(=O)CCNC(=O)Cc2ccccc2)cc1	-1%	18%	1.6%	-4%	-9%
CCCOc1ccc(-c2c(C(=O)N/N=C/c3ccc(C)cc3)nnn2-c2nonc2N)cc1	nt	-2%	2.3%	3%	2%
COc1ccc(C)cc1NS(=O)(=O)c1cn(C)nc1C	-16%	7%	1.3%	7%	-2%
COc1cc(C2C3=C(COC3=O)Oc3cc4c(cc32)OCO4)cc(OC)c1OC (stereo not given)	-1%	nt	32%	nt	nt
C=CCN1CCc2cc(O)c(O)cc2C(c2ccccc2)C1 (stereo not given)	4%	-1%	2.0%	4%	2%
c1ccc(CCC2CCCCN2Cc2nc(C3CC3)no2)cc1 (stereo not given)	-2%	-7%	0.6%	13%	11%
CC(C)CC1Nc2ncnc(N3CCN(c4ccccn4)CC3)c2N(Cc2ccc(Cl)cc2)C1=O (stereo not given)	1%	nt	7.3%	2%	49%
Cc1cccc(NC(=O)C2CCN(C(=O)c3ccccc3C)CC2)n1	3%	nt	0.2%	-12%	-5%
CC(C)C[C@@H](CNCC(=O)[C@H](CC(=O)O)NC(=O)c1[nH]cnc1C(=O)N[C@H](CN)CC(C)C)NC(=O)c1nc[nH]c1C(=O)N[C@@H](C)C(=O)O	-21%	nt	0.8%	nt	nt
CC(C(=O)Nc1cc(C(F)(F)F)ccc1N1CCOCC1)N1C(=O)C2CC=CCC2C1=O (stereo not given)	22%	8%	1.5%	-2%	5%
Cc1cc(NC(=O)c2ccc([N+](=O)[O-])cc2Cl)ccc1NC(=O)c1ccco1	-3%	-2%	0.8%	-4%	-3%
Cc1cc(C)c(C(=O)Cn2nc(C(=O)O)c3ccccc3c2=O)cc1C	3%	-4%	1.0%	-3%	-8%
CC1COCC(C)N1C1=C(Cl)C(=O)c2ccccc2C1=O (stereo not given)	18µM*	nt	0.4%	nt	nt
O=[N+]([O-])c1ccccc1/C=C/c1ccc2ccccc2n1	4%	0%	4.9%	54%	14%
Cc1ccc(S(=O)(=O)N2CCCCC2)cc1NC(=O)CSc1ncccn1	-9%	nt	2.0%	-7%	-12%
CCOC(=O)Nc1ccc2c(c1)Sc1ccccc1N2C(=O)CCN1CCOCC1	-13%	-7%	1.7%	9%	nt
